B2AR arrestin: agonists driving beta-arrestin recruitment to human beta2-adrenergic receptor; actives 0.02% (n = 330,000); P07550; Potency, µM (highest dose often 46.1 µM), inactives show top-dose activation, most hits filed as activators; AID 492947; beta-arrestin recruitment to beta2AR, cell-based reporter;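 also: potency is read from the fitted curve at half-maximal effect; 0% = DMSO controls and full agonism = EC100 isoproterenol or metaproterenol; nearly all actives have a fitted effect of over 65% in size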
Target sequence (P07550 whole entry, looked up): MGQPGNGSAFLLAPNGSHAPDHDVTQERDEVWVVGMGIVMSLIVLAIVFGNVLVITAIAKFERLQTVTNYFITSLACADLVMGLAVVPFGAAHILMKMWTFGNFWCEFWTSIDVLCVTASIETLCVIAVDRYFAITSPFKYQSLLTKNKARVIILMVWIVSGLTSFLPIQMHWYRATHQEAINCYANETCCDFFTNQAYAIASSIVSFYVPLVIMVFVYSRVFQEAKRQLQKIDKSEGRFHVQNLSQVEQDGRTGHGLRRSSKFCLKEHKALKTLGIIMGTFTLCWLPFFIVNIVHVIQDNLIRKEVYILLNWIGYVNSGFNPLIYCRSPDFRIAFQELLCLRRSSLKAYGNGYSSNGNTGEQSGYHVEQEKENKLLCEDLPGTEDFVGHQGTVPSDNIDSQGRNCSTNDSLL
PTAP TSG101 blk: blocks PTAP/TSG101 interaction to inhibit HIV-1 budding | Fluorescence polarization, FITC-PTAP peptide / Tsg101 binding | AID 493005 | Potency, µM (titrated, usually from 115 µM), for the others: at the highest dose activity change, negative = inhibition, most hits filed as inhibitors | Q99816 | 340,000 tested, under 10 active; active = well fitted inhibition curve with a large enough effect in the main read-out, with a control signal flat, not every such curve was filed as active; inconclusive = small, poorly fitted or top-dose-only effect, or effect the other way, or a change in a side signal; inactive = no such curve, though single readings can be large or run the other way; also: potency is read from the fitted curve at half-maximal effect; % of control where 0% means no effect
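Compounds were pin-transferred onto Tsg101 binding domain (10 uM final) in HEPES pH 7.5 buffer, then FITC-PTAP peptide was added at 50 nM final. After 20 min at RT, polarization reported peptide displacement across a qHTS concentration series.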
TCR act: activators of T cell receptors; Potency, µM (top dose mostly 9.22 µM), for the others: top-dose activation of IL-2 secretion, hits mostly activators; primary human leukocytes, anti-CD3, IL-2 HTRF, 48 h; 330,000 tested, under 10 active; also: % of control where 0% means no effect
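48 hr co-incubation of compounds, a-CD3 beads and primary human leukocytes; IL-2 quantified homogeneously by HTRF with anti-IL-2 K and d2 conjugates.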
uPA surface inh: inhibitors of cell surface uPA generation | cell surface uPA generation assay, qHTS | Potency, µM (doses to about 38.3 µM), for the others: at the top dose activity change, negative = inhibition, actives largely listed as inhibitors | actives 0.31% (n = 330,000); active = well fitted inhibition curve with a large enough effect; inconclusive = small, poorly fitted or top-dose-only effect; inactive = no such curve, though single readings can be large or run the other way; tested in mouse RAW 264.7 cells; also: potency is read from the fitted curve at half-maximal effect; % is scaled to controls: 0 for no effect and ±100 for the full control effect; nearly all actives have a fitted effect of over 55% in size
Tb PFK inh: T. brucei PFK enzyme inhibition; actives 0.17% (n = 330,000); Potency, µM (highest dose often 57.5 µM), for the others: at the highest dose activity, negative = inhibition, actives largely listed as inhibitors; O15648; T. brucei PFK, ADP-Glo luminescence;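 also: potency is read from the fitted curve at half-maximal effect; 0% = uninhibited 1x PFK enzyme wells and -100% = no-enzyme wells; nearly all actives have a fitted effect of over 60% in size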
Target sequence (O15648 whole entry, looked up): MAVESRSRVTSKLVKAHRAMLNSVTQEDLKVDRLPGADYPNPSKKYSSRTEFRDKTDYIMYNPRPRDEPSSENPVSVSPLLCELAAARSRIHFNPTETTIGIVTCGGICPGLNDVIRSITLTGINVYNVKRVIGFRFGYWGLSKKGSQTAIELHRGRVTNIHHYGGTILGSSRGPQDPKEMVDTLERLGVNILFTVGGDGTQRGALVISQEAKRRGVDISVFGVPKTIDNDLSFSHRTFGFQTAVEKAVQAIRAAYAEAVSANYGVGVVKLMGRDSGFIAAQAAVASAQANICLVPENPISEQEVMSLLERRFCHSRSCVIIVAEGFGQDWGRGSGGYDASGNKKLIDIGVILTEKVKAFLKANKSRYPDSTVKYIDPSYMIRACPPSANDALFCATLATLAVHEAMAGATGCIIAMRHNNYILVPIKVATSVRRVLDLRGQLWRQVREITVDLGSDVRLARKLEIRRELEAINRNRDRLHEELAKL
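1.25 nM PFK with 0.5 mM F6P and 0.1 mM ATP in 0.1 M TEA pH 8.0, 5 mM MgCl2, incubated 45 min at room temperature; ADP measured by ADP-Glo luminescence; compounds titrated up to 57 uM.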
TSHR antagonist: blocks TSH signaling through the human TSH receptor | TSHR-expressing cells, TSH-stimulated cAMP HTRF, 2 h; hits give low values | activity change, negative = inhibition, % at 11.5 µM | actives 0.2% (n = 330,000);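 active = activity change below a set negative limit, meaning inhibition stronger than a set level, cut at about -70% in these data; inconclusive = activity change between two set negative limits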; also: % is scaled to controls: 0 for no effect and ±100 for the full control effect
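Cell-based HTRF cAMP assay; TSHR cells + compound, TSH EC80 (4nM final), 2 h, 37 deg C. Lysis with anti-cAMP cryptate and cAMP-d2, 30 min RT, read 665/620 nm.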
Mito fusion act: mitochondrial division inhibition or fusion activation; actives 0.23% (n = 320,000); S. cerevisiae fusion-defective mutant growth rescue, CellTiterGlo 48 h; Potency, µM (doses to about 46.1 µM), for inactives: at the highest dose growth rescue (activation), hits mostly activators;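 also: potency is read from the fitted curve at half-maximal effect; % of control where 0% means no effect; nearly all actives have a fitted effect of over 45% in size; temperature-sensitive fusion mutants such as fzo1-1 at 37 °C on non-fermentable ethanol glycerol medium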
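Growth-rescue viability read-out: after 48 h at the non-permissive 37C in glycerol/ethanol YPEG, yeast mitochondrial fusion mutants are measured by CellTiterGlo luminescence; compounds (23 nl pinned per well) restoring growth score as division inhibitors or fusion activators.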
Eya2 inh: inhibitors of human Eya2 phosphatase activity; recombinant Eya2, OMFP fluorescence dephosphorylation (OMFP is methylfluorescein phosphate); O00167; actives 0.006% (n = 330,000); Potency, µM (top dose mostly 76.9 µM), for inactives: at the highest dose activity, negative = inhibition, actives largely listed as inhibitors; also: potency is read from the fitted curve at half-maximal effect; % is scaled to controls: 0 for no effect and ±100 for the full control effect
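Eya2 protein (added as 0.2 uM solution) was preincubated with compound for 10 min at ambient temperature in 50 mM HEPES pH 7.5, 50 mM NaCl, 5 uM MgCl2, 0.05% BSA, 1 mM DTT. OMFP (added at 50 uM) then reacted 10 min; fluorescence read at 485/525 nm.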
USP2a inh: inhibitors of human ubiquitin-specific protease USP2a. O75604. USP2 core, Ub-CHOP2 coupled fluorogenic reporter, 485/531. Potency, µM (series often up to 38.3 µM), without a hit: at the top dose activity change, negative = inhibition, most hits filed as inhibitors. actives 0.01% (n = 330,000);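 also: potency is read from the fitted curve at half-maximal effect; plate controls were DMSO wells for no effect and full inhibition by NEM control for full effect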
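Cell-free coupled assay: 10nM USP2 core preincubated 30min RT with compound in Tris-HCl pH 8.0/CaCl2/CHAPS buffer, then 25nM Ub-CHOP2 and 25nM reporter substrate; fluorescence (Ex 485/Em 531) read after 60min RT, normalized to NEM inhibition, concentration-response curves fitted.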
Chronic BCR inh: inhibitors of chronic active B-cell receptor signaling; AID 493014; actives 0.05% (n = 340,000); ABC-DLBCL IkBa-CBG/CBR reporter, luminescence ratio, 4 h; Potency, µM (titrated, usually from 46.1 µM), without a hit: at the top dose ratio change, negative = lower green/red ratio, hits mostly inhibitors; active = well fitted inhibition curve with a large enough effect in the signal ratio, with a control signal flat, not every such curve was filed as active; inconclusive = small, poorly fitted or top-dose-only effect, or effect the other way, or a change in a side signal; the % refers to the signal ratio;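 also: potency is read from the fitted curve at half-maximal effect; plate controls were basal doxycycline-induced cells for no effect and cells given 10 µM MG132 for full effect; MG132 reads +100%, hits lower the ratio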
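TMD8 human ABC-DLBCL cells with doxycycline-inducible IκBα–green luciferase fusion and unfused red luciferase, in 0.5% FBS medium; compounds up to 46 uM, 4 h at 37C. Green/red luminescence ratio, filter-overlap corrected, fitted to concentration-response curves.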
ELG1 repair inh: blocks ELG1-dependent DNA repair in HEK293T cells; HEK293T ELG1-luciferase reporter, luminescence, 16 h; DNA damage induced by 5-fluorouridine; actives 2.3% (n = 330,000); Potency, µM (top dose mostly 46.1 µM), for inactives: at the highest dose activity change, negative = inhibition, hits mostly inhibitors; also: potency is read from the fitted curve at half-maximal effect; % is scaled to controls: 0 for no effect and ±100 for the full control effect; nearly all actives have a fitted effect of over 55% in size
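DMSO vehicle served as the neutral condition. Each well held 2,000 cells given 5-fluorouridine plus compound; after 16 hr at 37 °C/5% CO2, ONE-Glo was added and luciferase measured 30 min later.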
* marks the source's active call; other numbers are inactive results; ? = inconclusive; · = no result given; & = joins results of further samples; ! = not active in a repeat; [ ] = remark or other dose. Unless noted, calls follow the shape of the dose curve; as a rule, active = well fitted curve in the direction sought with a large enough effect; inconclusive = small, poorly fitted or top-dose-only effect, or another doubt; inactive = no such curve, though single readings can be large; an effect the other way counts as inactive or inconclusive. The list is partial. The share of hits here may be higher or lower than overall.

SMILES	B2AR arrestin	PTAP TSG101 blk	TCR act	uPA surface inh	Tb PFK inh	TSHR antagonist	Mito fusion act	Eya2 inh	USP2a inh	Chronic BCR inh	ELG1 repair inh
O=c1[nH]c(=O)n(Cc2ccccc2)c(O)c1C=NCCCO	0.1%	-3%	-2%	1%	-10%	-3	-4%	-3%	-1%	2%	?
CC1=NCCc2c1[nH]c1cc(O)ccc21	0.2%	?	-16%	-8%	2%	-21	-1%	?	?	-9%	5%
Cc1ccccc1N1CCN(C2CCCN(C(=O)COc3ccccc3)C2)CC1 (stereo unspecified)	4.3%	·	7%	-6%	0%	-9	-1%	-12%	2%	0%	-21%
CCC(=NCc1cc(OC)cc(OC)c1)c1c(O)n(C)c(=O)n(C)c1=O	-0.1%	-1%	2%	·	-3%	-25	5%	20%	0%	1%	21µM*
COc1cc(/C=C/[N+](=O)[O-])ccc1OC(=O)c1cccnc1	-1.0%	-4%	·	-34%	0%	-15	2%	6%	-1%	-3%	?
OCCOc1ccccc1	-2.3%	-4%	-25%	1%	-1%	14	-1%	-7%	0%	1%	21%
CCOC(=O)[C@@H]1[C@H]2COc3ccc(Br)cc3[C@@H]2N2C(=O)N(c3cccc(C)c3)C(=O)[C@]12C	-0.9%	0%	-6%	13%	1%	11	-20%	7%	3%	?	?
CCOP(=O)(C#CC(C)(C)C)C(O)(c1ccccc1)C(F)(F)F (stereo unspecified)	-0.1%	-2%	7%	3%	0%	10	-4%	5%	3%	-3%	7%
CC1(C)C2([N+](=O)[O-])CN3CC1([N+](=O)[O-])CN(C2)C3c1ccccn1 (stereo unspecified)	-0.4%	-1%	-5%	-5%	12%	-9	-2%	8%	3%	6%	10%
O=C1Nc2ccc(Br)cc2C(c2ccccc2Cl)=NC1O (stereo unspecified)	-0.7%	-2%	4%	8%	-3%	-14	2%	7%	9%	-1%	-1%
CN1CCN(c2nc3ccccn3c(=O)c2C=C2C(=O)N(C)C(=O)N(C)C2=O)CC1	0.1%	1%	5%[46.1 µM]	-4%	-3%	6	-3%	-14%	3%	15%	2%
Cc1cc(=O)[nH]c(SCc2nc3ccccc3c(=O)n2-c2ccccc2C)n1	0.2%	-2%	3%	5%	0%	-1	-2%	?	0%	6%	4%
CC1CCC(C)(NS(=O)(=O)OCC(Cl)(Cl)Cl)CC1 (stereo unspecified)	-1.4%	·	2%	14%	0%	11	-8%	-6%	0%	5%	-6%
N/C(=N\OC(=O)CCC1CCCC1)c1ccccc1	-0.4%	0%	-1%	5%	-4%	-5	-3%	16%	4%	0%	?
CN1C(=O)C(=Cc2ccc(SC3CCCCC3)o2)C(=O)N(C)C1=O	0.0%	-5%	-4%	-3%	-14%	6	-7%	-1%	-3%	?	15%
CCOc1ccccc1CN1CCCC(C(=O)Nc2cccc(-n3cccn3)c2)C1 (stereo unspecified)	-0.2%	-6%	-12%	?	0%	-29	-4%	-3%	-1%	?	-7%
Cn1c(=O)c2c(nc(N/N=C/c3c(O)n(-c4ccccc4)c(=S)[nH]c3=O)n2C)n(C)c1=O	-1.3%	0%	6%[46.1 µM]	-2%	-6%	-5	0%	7%	1%	?	0%
CC(C)(C)c1ccc(CSc2cnn(C(C)(C)C)c(=O)c2Cl)cc1	0.2%	0%	12%	?	-2%	-19	-3%	-9%	-3%	5%	?
COC(=O)C1=C(c2ccc(F)cc2OCc2ccccc2)C[C@@H]2CC[C@H]1N2C	-3.4%	-4%	9%	-9%	-3%	-13	-13%	1%	0%	?	4%
CNC(=O)Oc1ccc2c(c1)C(=O)c1ccccc1CO2	-1.1%	0%	2%	-2%	1%	5	2%	3%	1%	?	?
CN(C(=O)Oc1cccc2cccnc12)c1ccccc1	0.1%	-4%	-3%	-2%	-9%	21	11%	6%	-1%	0%	21%
O=C(O)CCn1cc(C=C2C(=O)NC(=S)NC2=O)c(-c2cccc(Cl)c2)n1	0.4%	3%	2%	5%	-4%	3	-2%	6%	1%	?	10%
CC(C)C[C@H](NC(=O)[C@@H]1CCCN1C(=O)[C@@H](N)Cc1ccc(O)cc1)C(=O)NCC(N)=O	-1.3%	-1%	11%	-2%	1%	7	-7%	-3%	3%	-7%	0%
Cc1cccc(N2C(=O)NC(=O)/C(=C\c3ccc4c(c3)CCCN4Cc3ccccc3)C2=O)c1	0.0%	?	-9%[46.1 µM]	0%	6%	10	15%	-1%	3%	0%	?
CC(C)n1nnnc1CN1CCN(C)CC1	0.1%	1%	2%	0%	3%	7	-4%	-3%	1%	2%	-1%
COc1ccc(OC)c(CN2CCCC(C(=O)c3sccc3C)C2)c1 (stereo unspecified)	0.0%	-4%	1%	-9%	-3%	5	0%	-10%	-4%	-1%	-17%
O=[N+]([O-])c1ccc(N2CCNCC2)cc1NC1CC1	-0.1%	·	·	·	-2%	4	-4%	-3%	3%	-11%	?
Nc1ccccc1C(=O)OCCOc1ccccc1	0.1%	-1%	-4%	10%	2%	-9	23%	-7%	-8%	?	?
Cc1cc(OC(=O)c2ccco2)c2c3c(c(=O)oc2c1)CCCC3	0.1%	0%	2%	-6%	1%	-4	15%	6%	1%	?	?
Clc1cccc(CNCCc2ccc3c(c2)OCO3)c1	-1.3%	-3%	-7%	1%	-21%	2	-17%	-11%	-1%	-1%	1%
CCOC(=O)Cn1c(=O)oc2cc(S(=O)(=O)N3CCN(C(=O)c4ccco4)CC3)ccc21	0.1%	1%	-2%	3%	-11%	-1	-5%	8%	2%	?	2%
Cc1cccc(C)c1NC1=NCCCS1	-0.2%	-3%	-1%	14%	7%	-13&-10	18%&0%	0%&13%	4%	-12%	-3%
COP(=O)(CC(=O)O)c1ccccc1 (stereo unspecified)	-0.1%	-7%	2%	·	2%	13	0%	-21%	3%	?	-2%
CS/C(N)=N/N=C/c1c(O)ccc2ccccc12	-0.2%	-2%	1%	-6%	1%	-2	4%	-11%	3%	?	?
O=c1[nH]c(=S)[nH]c(O)c1N=Nc1cc(S(=O)(=O)Nc2ccc(Cl)cc2)ccc1Cl	-0.1%	-5%	2%	-22%	-1%	-37	6%	13%	3%	4%	6%
COc1ccc(C(c2ccc(OC)cc2)C(Cl)(Cl)Cl)cc1	0.3%	-6%	5%	-20%	3%	-38	11%	4%	-6%	?	13%
Nc1nonc1C(=O)N/N=C/c1ccc([N+](=O)[O-])o1	0.0%	-4%	-5%	-13%	25%	19	-8%	1%	0%	?	-7%
COc1ccc(/C=N/N=C(/N)N[N+](=O)[O-])c(OC)c1	-1.9%	-3%	3%	3%	6%	4	-2%	4%	-1%	?	?
O=[N+]([O-])c1ccc2nc(N3CCNCC3)ccc2c1	·	1%	-3%	?	·	-16	9%	-1%	·	·	·
COCCOC(=O)C1=C(N)Oc2c(c(=O)oc3ccccc23)C1c1ccncc1 (stereo unspecified)	0.0%	2%	-2%	11%	4%	-3	-11%	17%	0%	?	5%
CCOC(=O)[C@@]1(C#N)C(c2ccc(Cl)c(Cl)c2)[C@H](C(N)=O)N2C=C(C(C)=O)C=C[C@H]21 (stereo partly specified)	0.2%	?	2%	0%	-6%	-4	3%	6%	2%	?	-1%
CCN(c1ccc(C(O)(C(=O)OC)C(F)(F)F)cc1)S(=O)(=O)c1ccccc1 (stereo unspecified)	-0.2%	-3%	0%	9%	4%	-11	3%	-2%	2%	0%	-2%
O=C(Cn1nc(-c2ccccc2)ccc1=O)N1CCC2(CC1)OCCO2	-0.9%	-4%	2%	-2%	2%	33	?	5%	-5%	0%	29%
CCCCCP(=O)(O)c1ccccc1	0.5%	-7%	-10%	·	1%	-4	-1%	-2%	2%	-2%	3%
CC(=O)OC1N=C(c2ccccc2Cl)c2cc(Br)ccc2N(C)C1=O (stereo unspecified)	0.0%	-5%	2%	-12%	-3%	-10	-1%	9%	1%	-4%	2%
CC(C)C(=O)Nc1ccc([N+](=O)[O-])c(C(F)(F)F)c1	-0.1%	2%	-3%	1%	-17%	-7&-2	15µM*!	-9%&-2%	-1%	8%	-29%

Bioassay records from PubChem.
